Assay outcomes from PubChem.
RXFP1 agonist – qHTS Assay for Agonists of the Relaxin Receptor RXFP1; Relaxin receptor 1 (Homo sapiens), Q9HBX9; HEK293T-RXFP1 cAMP TR-FRET, 30 min; response scale: percent of porcine relaxin response, buffer zero; Potency, µM (top dose mostly 57.5 µM), without a hit: top-dose activation, hits mostly activators; 370,000 tested, 0.3% active; further: on the % scale 0 is the no-effect control and ±100 the full control effect; nearly all actives have a fitted effect of over 60% in size; many of its hits are not listed in these tables
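cAMP rise read by TR-FRET after 30 min, 37C compound exposure (up to 58 uM) in RXFP1-transfected HEK293 cells with Ro 20174 present. EC50 from Hill-equation fits, with 29 nM porcine relaxin as 100% and buffer as basal.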
USP1-UAF1 inh – Inhibitors of USP1/UAF1: Primary Screen; 390,000 tested, 0.23% active; Ubiquitin carboxyl-terminal hydrolase 1 (Homo sapiens), O94782; AID 743255, 2014; recombinant USP1/UAF1, Ub-Rhodamine cleavage fluorescence; Potency, µM (highest dose often 57.1 µM), for inactives: top-dose activity change, negative = inhibition, usual class: inhibitors; further: on the % scale 0 is the no-effect control and ±100 the full control effect; nearly all actives have a fitted effect of over 60% in size; inactives centre near -12
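High-throughput fluorogenic screen: 1nM USP1/UAF1 complex, Ub-Rho substrate 150nM final, 50mM HEPES pH 7.8 with 0.5mM EDTA, 0.1 mg/ml BSA, 1mM TCEP and 0.01% Tween-20.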
Vif-A3G inh – qHTS for Inhibitors of Vif-A3G Interactions: qHTS | DNA dC->dU-editing enzyme APOBEC-3G (Homo sapiens), Q9HC16 | HeLa A3G-eYFP + Vif (tagged APOBEC3G with the HIV-1 protein that degrades it), YFP fluorescence, overnight | Potency, µM (series often up to 46.1 µM), for inactives: at the top dose activity, negative = active, most hits filed as inhibitors | 410,000 tested, 0.076% active;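 further: on the % scale 0 is the no-effect control and ±100 the full control effect; nearly all actives have a fitted effect of over 60% in size; hits raise eYFP signal because A3G escapes Vif-driven loss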
Target sequence (Q9HC16 whole entry, looked up): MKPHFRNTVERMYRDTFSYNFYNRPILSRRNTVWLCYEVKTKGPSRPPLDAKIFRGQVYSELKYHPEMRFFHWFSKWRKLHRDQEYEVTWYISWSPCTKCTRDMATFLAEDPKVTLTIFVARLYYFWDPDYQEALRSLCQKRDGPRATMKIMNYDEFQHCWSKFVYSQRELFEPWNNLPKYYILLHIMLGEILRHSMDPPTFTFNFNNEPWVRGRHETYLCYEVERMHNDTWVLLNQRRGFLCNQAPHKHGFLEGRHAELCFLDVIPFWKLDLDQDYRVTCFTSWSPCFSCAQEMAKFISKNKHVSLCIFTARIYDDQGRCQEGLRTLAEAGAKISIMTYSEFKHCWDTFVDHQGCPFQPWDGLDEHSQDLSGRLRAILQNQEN
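Read-out is eYFP fluorescence (Ex 488/Em 500-530) from Vif-expressing HeLa A3G-eYFP cells; more signal means A3G escaped Vif-mediated degradation. Cells plated overnight, compound pinned in, incubated overnight at 37 deg C.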
TrxR1 substrate – qHTS Assay for Substrates of Mammalian Selenoprotein Thioredoxin Reductase 1 (TrxR1): qHTS; Thioredoxin reductase 1, cytoplasmic (Rattus norvegicus), O89049; purified TrxR1 substrate turnover, NADPH consumption readout; Potency, µM (doses to about 114 µM), without a hit: top-dose activity change, negative = substrate turnover; 390,000 tested, 0.01% active; further: on the % scale 0 is the no-effect control and ±100 the full control effect; nearly all actives have a fitted effect of over 50% in size
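Rat TrxR1, dispensed at 90 nM, was prereduced with 400 uM NADPH (final) for 5 min at ~22 deg C, then incubated with compound 15 min before 400 uM selenite. A first-read NADPH fluorescence drop versus no-compound background flagged substrates.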
rTrxR1 inhibitor – qHTS Assay for Inhibitors of Mammalian Selenoprotein Thioredoxin Reductase 1 (TrxR1): qHTS; recombinant rTrxR1, NADPH fluorescence consumption, selenite substrate; Potency, µM (series often up to 114 µM), for the others: top-dose activity change, negative = inhibition, hits mostly inhibitors; 390,000 tested, 1% active; AID 588453, 2011; further: on the % scale 0 is the no-effect control and ±100 the full control effect; nearly all actives have a fitted effect of over 65% in size
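Rat TrxR1 (90 nM in the dispensed reagent) was pre-reduced with 400 uM NADPH for 5 min at room temperature, then incubated with compound for 15 min. After 400 uM selenite was added, NADPH fluorescence (Ex 340/Em 450 nm) was followed for 8 min.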
12-LOX inh – Primary qHTS assay for inhibitors of human arachidonate 12S-lipoxygenase (ALOX12): Round 2. Potency, µM (titrated, usually from 108 µM), for inactives: at the top dose activity change, negative = inhibition, most hits filed as inhibitors. AID 1671190, 2021. purified 12hLO, xylenol orange hydroperoxide absorbance. 580,000 tested, 1.1% active. Polyunsaturated fatty acid lipoxygenase ALOX12 (Homo sapiens), P18054; further: on the % scale 0 is the no-effect control and ±100 the full control effect
Target sequence (P18054 whole entry, looked up): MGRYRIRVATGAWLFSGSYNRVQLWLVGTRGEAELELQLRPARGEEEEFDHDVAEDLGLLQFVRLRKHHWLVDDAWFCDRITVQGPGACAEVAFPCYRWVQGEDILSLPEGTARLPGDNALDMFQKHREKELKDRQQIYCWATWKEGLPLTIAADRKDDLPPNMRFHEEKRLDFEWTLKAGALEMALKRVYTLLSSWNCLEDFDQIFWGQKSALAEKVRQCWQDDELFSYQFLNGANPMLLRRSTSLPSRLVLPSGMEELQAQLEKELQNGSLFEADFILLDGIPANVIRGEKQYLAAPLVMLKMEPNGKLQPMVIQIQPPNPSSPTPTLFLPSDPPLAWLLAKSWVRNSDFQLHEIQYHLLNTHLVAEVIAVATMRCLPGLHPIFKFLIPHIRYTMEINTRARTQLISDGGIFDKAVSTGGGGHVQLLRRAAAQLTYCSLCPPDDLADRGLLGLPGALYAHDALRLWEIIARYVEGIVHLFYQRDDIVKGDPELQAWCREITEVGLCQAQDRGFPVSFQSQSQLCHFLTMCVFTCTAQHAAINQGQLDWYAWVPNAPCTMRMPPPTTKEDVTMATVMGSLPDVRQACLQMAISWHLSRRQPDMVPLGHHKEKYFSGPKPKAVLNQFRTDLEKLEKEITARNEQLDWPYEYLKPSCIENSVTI
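Purified human 12hLO (150 nM final) in 25 mM Hepes, 0.01% Triton X-100, pH 7.0 was preincubated 15 min at room temperature with compound. Then 40 uM arachidonic acid was added, 30 min. Hydroperoxide was read by Fe-XO absorbance ratio 573/405 nm.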
mIDH1 inhibitor – qHTS for Inhibitors of mutant isocitrate dehydrogenase 1 (IDH1): qHTS | AID 602179, 2012 | Isocitrate dehydrogenase [NADP] cytoplasmic (Homo sapiens), O75874 | IDH1-R132H enzyme, NADPH consumption, diaphorase/resazurin fluorescence | 390,000 tested, 0.093% active | Potency, µM (series often up to 76.6 µM), inactives show top-dose activity change, negative = inhibition, most hits filed as inhibitors; further: on the % scale 0 is the no-effect control and ±100 the full control effect; nearly all actives have a fitted effect of over 65% in size
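IDH1-R132H (0.5 ug/mL dispensed) in pH 7.5 Tris buffer was preincubated 30 min with compound, then given a substrate mix of 0.016 mM NADPH and 2 mM alpha-KG for 80 min at room temperature; remaining NADPH was read by diaphorase/resazurin fluorescence.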
RGS4 inh – Inhibitors of Regulator of G Protein Signaling (RGS) 4: qHTS. Regulator of G-protein signaling 4 (Homo sapiens), P49798. Transcreener GDP fluorescence polarization, RGS4-accelerated GTP hydrolysis. Potency, µM (titrated, usually from 114 µM), for the others: at the highest dose activity change, negative = inhibition, usual class: inhibitors. 390,000 tested, 0.039% active; further: on the % scale 0 is the no-effect control and ±100 the full control effect; nearly all actives have a fitted effect of over 75% in size; some results filed as inactive show a strong effect at the top dose
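MLSMR compounds (23 nl, pin-transferred) preincubated 10 min at room temperature with a 500nM (2x) first reagent, then RGS4 at 900nM (2x) plus Transcreener GDP mix added; fluorescence polarization (620/688 nm) read before and after 90 min at 30 °C.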
Vif-APOBEC3F blk – qHTS for Inhibitors of Vif-A3F Interactions: qHTS | HeLa A3F-eYFP + Vif (tagged APOBEC3F with the HIV-1 protein that degrades it), YFP fluorescence increase | Potency, µM (series often up to 46.1 µM), for the others: at the highest dose activity, negative = active | 390,000 tested, 0.2% active | AID 602313, 2012; further: % of control where 0% means no effect; nearly all actives have a fitted effect of over 65% in size
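Fluorescence increase (Ex 488/Em 500-530) after overnight compound treatment at 37 deg C flags inhibition of Vif-driven A3F-eYFP loss in stable HeLa A3F-eYFP/Vif cells seeded overnight beforehand.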
Numbers without * were called inactive; ? = inconclusive; . = no result given; [ ] = another dose, or the depositor's remark. The call rests on the fitted dose curve; in most records, active means well fitted curve in the direction sought with a large enough effect; inconclusive means small, poorly fitted or top-dose-only effect, or another doubt; inactive means no such curve, though single readings can be large; an effect the other way counts as inactive or inconclusive. Potency means the concentration at half of the fitted maximal effect.

No. | Compound | 12-LOX inh | mIDH1 inhibitor | TrxR1 substrate | Vif-A3G inh | Vif-APOBEC3F blk | RXFP1 agonist | RGS4 inh | USP1-UAF1 inh | rTrxR1 inhibitor
1 | CC1Oc2ccccc2N(CC(=O)c2ccccc2)C1=O (stereo not drawn) | 25% | 12% | 12% | 1% | -2% | -0.9% | 23% | 5% | 31%
2 | O=C(CSc1nnc(CNC(=O)c2cccs2)o1)Nc1ccccc1 | -16% | 4% | 2%[57.1 µM] | 7% | 3% | -0.5% | 18% | -19% | 17%[57.1 µM]
3 | CC(C)c1ccc(NC2CCCN(C(=O)CCN3CCCCC3=O)C2)cc1 (stereo not drawn) | -25% | -5% | -9% | -4% | -1% | -0.2% | -7% | 5% | -13%
4 | Cn1nc(C(C)(C)C)c([N+](=O)[O-])c1C(=O)Nc1ccccc1 | -14% | 3% | -3%[57.1 µM] | 0% | -4% | 1.7% | 7% | 3% | -8%[57.1 µM]
5 | O=[N+]([O-])c1ccc(OCCOCCOc2ccc([N+](=O)[O-])cc2)cc1 | -4% | -19% | ? | 0% | 0% | -0.1% | 34% | -8% | 8%
6 | Cc1ccccc1NC1(C#N)C(=O)Nc2ccccc21 (stereo not drawn) | -21% | -1% | 6%[57.1 µM] | 0% | -11% | -0.8% | 7% | -21% | 12%
7 | Cc1nc2c(-c3ccccc3)c(C)nn2c(C)c1CC(=O)O | 0% | -4% | 11%[57.1 µM] | 1% | 4% | 0.6% | 12%[11.4 µM] | -2% | 22%
8 | CCN(CC)S(=O)(=O)c1ccc(C(=O)Nn2cnnc2)cc1 | 6% | 0% | 2% | -1% | -5% | 1.0% | -20% | -16% | 3%
9 | CCOc1cc(/C=C2\C(=O)NN(c3ccccc3)C2=O)cc([N+](=O)[O-])c1O | ? | 13% | -9%[57.1 µM] | 0% | 3% | -5.3% | ? | -19% | -43%
10 | O=C(COc1ccc([N+](=O)[O-])cc1)NC(=O)NC1CCS(=O)(=O)C1 (stereo not drawn) | -12% | -16% | 1% | -1% | 9% | 0.8% | -16% | -6% | 5%
11 | C/C(=N\NC(=S)Nc1cc(S(=O)(=O)N2CCOCC2)ccc1Cl)c1ccccc1F | ? | -1% | -11% | -1% | -1% | 2.0% | -8% | -3% | -15%
12 | CCOC(=O)C1(Cc2cccc(OC)c2)CCCN(S(=O)(=O)c2cccnc2)C1 (stereo not drawn) | -1% | 1% | 2% | 2% | 0% | -0.2% | 15% | -3% | 31%
13 | FC(F)(F)c1cc(Cl)c2nnc(C(F)(F)Cl)n2c1 | -4% | 6% | -1% | -1% | 2% | 5.2% | -13%[56.9 µM] | -14% | 26%
14 | Cc1cccc(CCNC(=O)C2CCCN(c3ncnc4c3nc3n4CCCCC3)C2)c1 (stereo not drawn) | -3% | -3% | -1% | 0% | 9% | -0.3% | -4% | -14% | 22%
15 | CS(=O)(=O)N1CCC(N2CCN(Cc3ccc(F)cc3)C(=O)C2=O)CC1 | -11% | ? | -1%[57.1 µM] | 4% | -2% | -0.2% | 1% | -23% | 10%[57.1 µM]
16 | COc1ccc(Cl)cc1NS(=O)(=O)c1cccc(C(=O)NCC2(N(C)C)CCCCC2)c1 | -2% | 1% | -9% | 1% | 3% | 0.1% | 3% | 3% | -13%
17 | Cc1nn(-c2ccccc2)c(Cl)c1/C=C/C(=O)c1ccc(O)cc1 | ? | -9% | 1% | -7% | -3% | 0.6% | 2% | -8% | 3%
18 | CCCCCn1c(NCc2ccco2)nc2ccccc21 | 16% | 7% | 3% | -2% | -7% | 3.1% | 12% | ? | 21%
19 | CCN1CCN(c2nc3c(S(=O)(=O)c4ccc(Br)cc4)nnn3c3ccsc23)CC1 | ? | 4% | 2% | 4% | 0% | ? | 11% | ? | 11%
20 | O=C(Nc1ccccc1N1CCOCC1)C1CCN(S(=O)(=O)c2ccc(Cl)cc2)CC1 | 0% | 0% | 7% | -2% | -27% | 0.4% | -14% | -15% | 18%
21 | Cc1noc(/C=C/c2ccc(-c3ccccc3Cl)o2)c1[N+](=O)[O-] | . | 4% | -3% | ? | ? | 0.2% | 11% | ? | -10%
22 | O=C(CCN1CCCCCC1)Nc1ccccc1F | 6% | 8% | 4% | 2% | -4% | . | -12% | -15% | 8%
23 | Cc1cc(=O)n(C)c(=O)n1CC(=O)N1CCCCCC1 | 0%[57.4 µM] | 0% | 8% | 0% | -7% | 3.1% | -2% | 3% | 12%
24 | COc1ccc(C)cc1NC(=O)CCN1CC(C)OC(C)C1 (stereo not drawn) | ? | 0% | -1% | -5% | 1% | -1.9% | -15% | -15% | -8%
25 | S=c1[nH]nc(CSCCOc2ccc(Cl)cc2Cl)o1 | ? | 0% | 11% | 0% | 7% | 1.6% | -26% | -14% | 7%
26 | COC(=O)c1c(NC(=O)CSc2ncnc3c2cnn3-c2ccccc2Cl)sc2c1CCCC2 | 0% | -2% | -5% | -7% | -4% | 2.8% | -26% | -8% | -5%
27 | COc1ccc(C(CC(=O)Nc2ccc(C)cn2)N2Cc3ccccc3C2=O)cc1 (stereo not drawn) | 27% | -2% | 4% | 1% | 2% | 2.2% | 6% | -28% | 15%[57.1 µM]
28 | COc1ccccc1C(=O)C1CCCN(C(=O)C2=CC(=O)CC(C)(C)O2)C1 (stereo not drawn) | 13% | 2% | 5% | 2% | 1% | 1.5% | 4% | -16% | 17%
29 | Cc1nc2cc(C(F)(F)F)ccc2n1CCNc1nc(-c2ccc(F)cc2)cs1 | ? | -3% | 3%[57.1 µM] | 0% | 5% | -1.2% | -29% | -10% | 6%[57.1 µM]
30 | Cc1nn2c3ccccc3n(C)c2nc1=O | ? | 4% | 15% | 0% | -2% | 3.3% | 7% | -7% | 1%

The list goes on (5 carried over from the part before).
No. | Compound | 12-LOX inh | mIDH1 inhibitor | TrxR1 substrate | Vif-A3G inh | Vif-APOBEC3F blk | RXFP1 agonist | RGS4 inh | USP1-UAF1 inh | rTrxR1 inhibitor
26 | COC(=O)c1c(NC(=O)CSc2ncnc3c2cnn3-c2ccccc2Cl)sc2c1CCCC2 | 0% | -2% | -5% | -7% | -4% | 2.8% | -26% | -8% | -5%
27 | COc1ccc(C(CC(=O)Nc2ccc(C)cn2)N2Cc3ccccc3C2=O)cc1 (stereo not drawn) | 27% | -2% | 4% | 1% | 2% | 2.2% | 6% | -28% | 15%[57.1 µM]
28 | COc1ccccc1C(=O)C1CCCN(C(=O)C2=CC(=O)CC(C)(C)O2)C1 (stereo not drawn) | 13% | 2% | 5% | 2% | 1% | 1.5% | 4% | -16% | 17%
29 | Cc1nc2cc(C(F)(F)F)ccc2n1CCNc1nc(-c2ccc(F)cc2)cs1 | ? | -3% | 3%[57.1 µM] | 0% | 5% | -1.2% | -29% | -10% | 6%[57.1 µM]
30 | Cc1nn2c3ccccc3n(C)c2nc1=O | ? | 4% | 15% | 0% | -2% | 3.3% | 7% | -7% | 1%
31 | O=C(COC(=O)c1ccccc1Nc1ccc(SC(F)F)cc1)NCc1ccco1 | -21% | 0% | -3% | -3% | -5% | -0.2% | 20% | -9% | -6%
32 | COc1ccc(N(CC(=O)NC2CCCCC2)C(=O)CCCC(=O)Nc2ccccn2)c(OC)c1 | 34%[activator] | 1% | 4%[57.1 µM] | -4% | -4% | -0.6% | 9% | -4% | -3%[57.1 µM]
33 | N#Cc1ccc(-c2nnnn2-c2ccc3c(c2)OCO3)cc1 | 0% | 4% | -6% | 1% | 0% | 1.2% | 23% | -16% | -6%
34 | O=C(NC1CCCCC1)c1ccc(NS(=O)(=O)c2cccc3cccnc23)cc1 | 485%[activator] | 1% | 4% | 1% | 2% | -0.6% | -16% | -17% | 33%
35 | CCn1cc(C(=O)O)c(=O)c2cc(F)c(N3CCN(S(=O)(=O)c4ccc(NC(=O)OC)cc4)CC3)cc21 | 12% | 2% | 160%[activator] | -5% | -5% | 1.3% | -53% | -19% | 13%
36 | O=C(NCCO)C(=O)NCC1OCCCN1S(=O)(=O)c1cc(F)ccc1F (stereo not drawn) | . | 2% | 7% | 1% | 2% | -0.2% | -13% | -13% | 9%

Copied from the list:
Entry for no. 12 under USP1-UAF1 inh: -3%
Entry for no. 15 under rTrxR1 inhibitor: 10%[57.1 µM]
Entry for no. 20 under RGS4 inh: -14%
Entry for no. 19 under Vif-A3G inh: 4%
Entry for no. 11 under RGS4 inh: -8%
Entry for no. 25 under TrxR1 substrate: 11%

A portion of the library, so the mix of outcomes need not match the whole.
